High-throughput results: PubChem, several laboratories
XIAP antagonists – XIAP antagonists, biochemical, IAP family, fluorescence polarization (AID 1018); XIAP BIR domain, fluorescence polarization peptide displacement; higher % means a stronger effect; one-dose displacement, % at 20 µM; IC50 in µM for titrated hits; hit rate 0.007% among 200,000; in the data active means displacement above about 50%; further: a part of the inactive calls stands beside numbers as strong as those of hits
Siah-1 displacement – blockers of Siah-1 interaction with plectin peptide – biochemical, fluorescence polarization, rhodamine-plectin, uHTS, primary screen (AID 1817); Siah-1 / rhodamine-plectin peptide fluorescence polarization; higher % means a stronger effect; displacement, % at 20 µM, or IC50 in µM where a hit was titrated; hit rate 0.02% among 290,000;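 active means displacement of at least 50% at 20 µM, with a fluorescence ratio check between 0.3 and a set limit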;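 further: plate controls were Siah plus tracer with DMSO for no effect and tracer alone without Siah for full effect; strong numbers were not always called active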
PMI inhibitors – inhibitors of human PMI, primary screen, biochemical, fluorescence intensity, coupled assay (AID 1209). purified PMI enzyme, coupled fluorescence intensity; higher % means a stronger effect. inhibition, % at 20 µM; hits with a dose series show IC50 in µM. hit rate 0.42% among 190,000;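 further: plate controls were DMSO vehicle for no effect and wells lacking substrate for full effect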
AID2073 – disruptors of CaV2.2 binding to Mint1 – biochemical, HTRF (AID 2073) | inhibition, % at 20 µM; hits with a dose series show IC50 in µM | hit rate 0.19% among 290,000 | HTRF protein-protein interaction, Mint1-CaV2.2; higher % means a stronger effect; in the data active means inhibition mostly above about 51%, no sharp cut-off; further: some results filed as inactive read as strong as hits
LYP inhibition – PTPN22 lymphoid phosphatase activity blockers – biochemical, fluorescence intensity, uHTS (AID 1779) | hit rate 0.054% among 290,000 | one-dose inhibition, % at 11.5 µM; IC50 in µM for titrated hits | recombinant LYP phosphatase, fluorescence intensity; higher % means a stronger effect;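 further: plate controls were vehicle with enzyme for no effect and no enzyme for full effect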
P. falciparum M1AAP – P. falciparum M1AAP inhibitors, biochemical, fluorogenic H-Leu-NHMec substrate, 1536-well (AID 1445) | recombinant M1AAP, H-Leu-NHMec fluorogenic kinetic assay; higher % means a stronger effect | hit rate 0.42% among 220,000 | one-dose inhibition, % at 30 µM; IC50 in µM for titrated hits;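 active means primary inhibition above the hit cutoff, then over 50% inhibition at one or more dose response concentrations, cut at about 23% in these data, passing the limit was not always enough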;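 further: plate controls were DMSO full reaction for no effect and no enzyme background for full effect; strong numbers were not always called active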
P. falciparum M17LAP – P. falciparum M17LAP inhibitors, primary screen, biochemical, fluorogenic H-Leu-NHMec substrate, 1536-well (AID 1619). recombinant M17LAP, H-Leu-NHMec fluorogenic kinetic assay; higher % means a stronger effect. inhibition, % at 30 µM; hits with a dose series show IC50 in µM. hit rate 0.38% among 220,000;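 active means compound inhibiting the enzyme by more than half at any dose during confirmatory dose-response retesting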;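 further: plate controls were full reaction with DMSO carrier for no effect and no enzyme background for full effect; strong numbers were not always called active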
Dynein cargo inh – blocks dynein driven cargo transport along microtubules; 3617.4 mouse cells, GR-EGFP nuclear translocation imaging; test concentration mostly 20 µM; stimulated with dexamethasone, 1 µM; active compounds read low; z-score, hits read low; hit rate 0.47% among 220,000; AID 1381;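 active means plate z-score of nuclear minus cytoplasmic receptor signal below a set negative limit, without overly bright fluorescence or cell loss, cut at about -3.5 in these data, passing the limit was not always enough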;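 further: z-score of nuclear minus cytoplasmic ring GR-EGFP intensity difference per well; some compounds called inactive have numbers as strong as hits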
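medium = tetracycline-free induction medium containing charcoal-stripped FBS | probe or stimulus = dexamethasone, 1.0 µM final | timing = 48 h induction, then 1 h compound, then 30 min agonist, 37 °C | detection = automated 10x imaging of fixed Hoechst-stained cells | read-out basis = nuclear versus cytoplasmic GR-EGFP signal, averaged per well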
human PMI inhibitors – human PMI inhibitors, high substrate, primary screen, biochemical, fluorescence intensity, high mannose 6-phosphate (AID 1220); recombinant PMI enzyme, coupled fluorescence intensity; higher % means a stronger effect; inhibition, % at 20 µM; hits with a dose series show IC50 in µM; hit rate 0.66% among 190,000
Dynein cargo inh cytoplasmic EGFP – second read-out of Dynein cargo inh, no call of its own (marks repeat the call); z-score; measured here: cytoplasmic GR-EGFP intensity; active compounds read high
Dynein cargo inh nuclear GR-EGFP – further read-out of Dynein cargo inh, marked with its call; z-score; measured here: nuclear GR-EGFP intensity;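 lower value marks the stronger effect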
Dynein cargo inh cell count – second read-out of Dynein cargo inh, no call of its own (marks repeat the call); z-score; measured here: cell count per field
Numbers without * were called inactive; . = not tested or not shown. Unless noted, no stated cut-off is given here; in the data, active means inhibition above about 50%; inactive means the rest. This is a random part of the collection; 2.1% or so of the library scored in one or more.

SMILES	XIAP antagonists	Siah-1 displacement	PMI inhibitors	AID2073	LYP inhibition	P. falciparum M1AAP	P. falciparum M17LAP	Dynein cargo inh	Dynein cargo inh cytoplasmic EGFP	Dynein cargo inh nuclear GR-EGFP	Dynein cargo inh cell count	human PMI inhibitors
CC1CCN(C(=O)Nc2cccc(NC(=O)N3CCC(C)CC3)c2)CC1	-3.9%	-1%	6%	-4%	-2%	2%	2%	-0.63	-0.19	-0.14	0.73	16%
CN1CCN(C(=O)C2CCN(c3ncc(C(F)(F)F)cc3Cl)CC2)CC1	-3.3%	6%	-2%	19%	-9%	7%	0%	-0.95	-0.3	0.023	1.2	-3%
O=C(Nc1ccc(S(=O)(=O)N2CCCCCC2)cc1)C1CCCO1 (stereo unspecified)	-2.2%	-2%	2%	-5%	0%	9%	4%	-0.21	-0.25	-0.25	0.95	0%
Cc1ccc2nc(N/N=C/c3ccco3)cc(C)c2c1	-3.8%	11%	12%	-3%	-2%	14%	1%	0.18	-0.27	0.21	-0.064	7%
C=CCn1c(SCC(=O)Nc2sccc2C(N)=O)nc2ccccc2c1=O	-7.4%	-7%	8%	0%	-8%	8%	-2%	0.32	0.24	0.062	0.55	-1%
NC(N)=Nc1nc(-c2ccccc2)c2ccccc2n1	-6.2%	3%	10%	13%	2%	5%	6%	0.11	-0.36	-0.51	-0.26	8%
O=C(Nc1ccc2ncccc2c1)c1cc(Cl)ccc1Cl	-7.0%	-1%	-24%	-5%	-4%	10%	0%	0.87	-0.1	0.51	-1.4	-16%
CCC(C)(C(=O)NC1CCCC1)N(C(=O)CNC(=O)c1ccccc1)c1c(C)n(C)n(-c2ccccc2)c1=O (stereo unspecified)	-8.0%	-2%	11%	-5%	-2%	-7%	-2%	-0.78	-0.29	-0.24	1.3	11%
Cn1c(SCC(=O)N/N=C/c2ccccn2)nnc1-c1ccccc1	.	-2%	.	-4%	-3%	0%	-1%	0.7	-0.26	0.47	-0.27	.
O=[N+]([O-])c1ccc(Cl)c2c1C1C=CCC1C(c1ccccn1)N2 (stereo unspecified)	-4.4%	63%	-19%	80%*	0%	13%	3%	-1	-0.26	-0.43	1.1	37%
O=C(Nc1ccccc1)Nc1ccc(S(=O)(=O)N2CCCCC2)cc1	-4.2%	2%	13%	7%	10%	-6%	-4%	-0.9	-0.24	-0.29	0.075	14%
C/C(CC(=O)Nc1ccc(N(C)C)cc1)=N\NC(=O)c1ccccn1	-7.3%	0%	-13%	2%	1%	4%	-7%	-1.5	-0.3	-0.47	1.2	-5%
N#CC1=C(c2ccc(-c3ccccc3)cc2)COC1=O	0.7%	26%	-71%	48%	3%	2%	-4%	-2.8	0.37	-1.4	0.39	-138%
N#Cc1cn(Cc2cccc(Cl)c2)c2ccccc12	-9.9%	-7%	7%	10%	-8%	13%	-14%	0.016	-0.16	-0.65	-0.24	-2%
O=C1C2C3C=CC(C2C(=O)N1c1nccs1)C1C(=O)N(c2nccs2)C(=O)C31 (stereo unspecified)	-0.9%	12%	-6%	6%	-10%	-3%	-2%	-0.16	-0.23	0.6	0.12	-8%
CC(C)C[C@@H]1NC(=O)[C@H](Cc2ccc(O)cc2)NC(=O)[C@H](CCC(N)=O)NC(=O)c2cc([N+](=O)[O-])cc(I)c2NCC[C@@H](C(N)=O)NC1=O	-3.9%	0%	-15%	-40%	2%	15%	3%	0.32	-0.27	0.48	0.71	-8%
CC1=C(C(=O)O)N2C(=O)[C@@H](NC(=O)[C@H](N)c3ccccc3)[C@H]2SC1	-3.4%	6%	-9%	-20%	-10%	-2%	-6%	.	.	.	.	-10%
COC(=O)[C@@H]1C[C@@H]2CC[C@@H](O)C[C@@H]2N1Cc1ccc(Cl)cc1	.	2%	.	12%	-8%	3%	2%	-1.6	-0.68	-0.74	1.7	.
CCOc1ccc(-c2c(C(=O)N/N=C/c3ccc(O)cc3)nnn2-c2nonc2N)cc1	.	4%	.	13%	-4%	1%	2%	-0.58	-0.25	-0.34	1.3	.
Cc1ccc(Cn2nnc3c(=O)[nH]c(C4CCN(S(=O)(=O)c5ccc(F)cc5)CC4)nc32)cc1	63%*	8%	17%	5%	9%	4%	11%	-1	-0.22	-0.25	0.94	19%
Cc1ccc(S(=O)(=O)N(C)C)cc1NC(=O)CSc1nc2ccccc2[nH]1	-0.2%	11%	18%	-2%	-6%	11%	-5%	-0.15	-0.27	-0.2	-0.13	5%
O=C(NCc1ccccc1)c1cc(S(=O)(=O)N2CCC3(CC2)OCCO3)ccc1F	-4.0%	-7%	-10%	3%	-1%	-2%	11%	1.4	-0.18	0.47	0.19	-6%
O=C1c2cccnc2C(O)N1Cc1ccco1 (stereo unspecified)	2.3%	5%	27%	2%	2%	2%	-2%	0.085	-0.11	0.072	1.1	27%
O=C(CN1CCN(Cc2ccccc2Cl)CC1)N/N=C/c1ccco1	.	-1%	.	5%	-6%	-1%	-5%	-0.4	-0.27	0.44	-0.051	.
CCN(CC)CCN1C(=O)C(=O)/C(=C(/O)c2c(C)[nH]c(C(=O)OC)c2C)C1c1ccccc1OC (stereo unspecified)	-1.8%	1%	-29%	-2%	9%	0%	10%	1.4	0.039	0.9	0.32	-61%
Nc1ncnc2c1ncn2[C@H]1C[C@H](O)[C@@H](CO)O1	-5.1%	3%	-4%	3%	1%	4%	-8%	0.13	-0.21	0.67	0.14	-2%
O=C(N/N=C\c1ccc(Cl)cc1Cl)c1sccc1-n1cccc1	-3.8%	6%	20%	8%	5%	10%	9%	-0.52	-0.18	-0.37	-0.44	16%
O=c1ccn([C@@H]2O[C@H](CO)[C@@H](O)[C@H]2O)c(=O)[nH]1	-12%	-2%	-5%	-4%	4%	9%	8%	-0.99	-0.29	0.048	1.2	-7%
Cc1c(Nc2c3c(c(C#N)c4nc5ccccc5n24)CCC3)c(=O)n(-c2ccccc2)n1C	-2.6%	-4%	15%	10%	-5%	7%	12%	-1.1	0.3	-0.34	0.4	32%
CCCn1nnnc1SCC(=O)Nc1cccc(NC(=O)c2ccco2)c1	1.7%	3%	5%	-3%	-1%	1%	3%	-0.74	-0.21	-0.62	0.58	0%

Nothing new here: entries from further up.
SMILES	XIAP antagonists	Siah-1 displacement	PMI inhibitors	AID2073	LYP inhibition	P. falciparum M1AAP	P. falciparum M17LAP	Dynein cargo inh	Dynein cargo inh cytoplasmic EGFP	Dynein cargo inh nuclear GR-EGFP	Dynein cargo inh cell count	human PMI inhibitors
Cc1c(Nc2c3c(c(C#N)c4nc5ccccc5n24)CCC3)c(=O)n(-c2ccccc2)n1C	-2.6%	-4%	15%	10%	-5%	7%	12%	-1.1	0.3	-0.34	0.4	32%
CCCn1nnnc1SCC(=O)Nc1cccc(NC(=O)c2ccco2)c1	1.7%	3%	5%	-3%	-1%	1%	3%	-0.74	-0.21	-0.62	0.58	0%

More results.
SMILES	XIAP antagonists	Siah-1 displacement	PMI inhibitors	AID2073	LYP inhibition	P. falciparum M1AAP	P. falciparum M17LAP	Dynein cargo inh	Dynein cargo inh cytoplasmic EGFP	Dynein cargo inh nuclear GR-EGFP	Dynein cargo inh cell count	human PMI inhibitors
O=C(Nc1ccc(Cl)c(S(=O)(=O)N2CCOCC2)c1)c1ccccc1-c1ccc(C(F)(F)F)cc1	-2.1%	-2%	13%	24%	7%	1%	6%	-1.1	-0.14	-0.1	0.17	-6%
CCCCCC1CC(CC(C)C(=O)Nc2nncs2)C(=O)O1 (stereo unspecified)	-1.9%	4%	-10%	-4%	-6%	0%	2%	0.11	-0.21	-0.072	-0.89	-1%
CCCCN(CCCC)c1cn[nH]c(=O)c1Cl	-3.2%	5%	-5%	-7%	-2%	-1%	-1%	0.24	-0.21	0.067	-1.4	0%
Cc1ccc(NC(=O)/C(=C\c2ccc([N+](=O)[O-])cc2)NC(=O)c2ccccc2)cc1	-1.6%	-2%	-14%	14%	4%	9%	7%	0.16	-0.29	0.25	0.37	-10%
C=CCc1ccc(OCC(O)CN2CCN(Cc3ccccc3)CC2)c(OC)c1 (stereo unspecified)	-6.3%	1%	-11%	-3%	-3%	7%	4%	-0.46	-0.22	0.14	0.19	5%
CCN(C(=O)Cc1nc(N)n[nH]1)C1(C(=O)Nc2ccccc2)CCCCC1	-5.5%	-2%	3%	-7%	-2%	1%	8%	-0.61	-0.24	-0.16	0.15	3%
Cc1ccc(S(=O)(=O)N/N=C/c2c(F)cccc2Cl)cc1	-5.8%	6%	-41%	-23%	-7%	-3%	16%	0.17	-0.27	0.23	0.52	-11%
C/C(=N\NC(=O)c1cccc(N/N=C(\C)c2ccco2)c1)c1ccco1	-3.5%	27%	-5%	62%	7%	17%	23%	1.4	-0.19	0.81	-0.22	18%
CCC1CCCCN1C(=O)C1CC(c2cc(Cl)c(OC)cc2OC)=NO1 (stereo unspecified)	-4.4%	-1%	8%	-2%	6%	0%	-6%	0.25	-0.25	-0.23	-0.66	10%
CN(Cc1ccccc1)CC(O)COc1ccc(CNCCc2ccncc2)cc1 (stereo unspecified)	-4.9%	-2%	0%	-4%	-10%	2%	5%	1.6	0.58	1.3	-1.7	-6%
FC(F)(F)c1ccccc1NC(=S)NC1CCN(Cc2ccccc2)CC1	3.4%	-2%	14%	-3%	-4%	5%	7%	0.03	-0.25	0.14	-0.46	9%
Cc1ccc2cc(/C=C(\C#N)C(N)=O)c(N3CCCCC3)nc2c1	0.2%	6%	-10%	44%	3%	15%	-1%	-0.65	1.1	-0.45	0.42	-6%
O=C(O)CSCC(=O)Nc1ccc(C(=O)O)cc1	-1.5%	3%	-6%	-2%	-4%	6%	3%	-0.96	-0.21	-0.37	0.97	-7%
CC1Cc2ccccc2N1S(=O)(=O)c1cnc(Cl)c(Cl)c1 (stereo unspecified)	.	-3%	.	-6%	-4%	-1%	-4%	-2.7	0.23	-1.6	0.96	.
CC(/C=C/c1ccco1)=N\NC(=O)c1cccnc1	-3.9%	-4%	7%	9.2µM*	-7%	12%	-1%	1.8	0.056	1.2	-0.54	-1%
Cc1nc(N2CCN(c3ccccc3)CC2)[nH]c(=O)c1CCC(C)C	-4.2%	-2%	4%	0%	-6%	2%	-2%	-0.77	-0.12	0.15	0.65	15%
Cc1nc(N)sc1-c1nnc(SCC(=O)Nc2ccccc2C(F)(F)F)n1C	-5.5%	0%	-8%	-11%	-3%	6%	7%	-0.52	-0.25	-0.28	1.2	-4%
COc1cccc(-n2nnnc2SCC(=O)Nc2cccc(C)n2)c1	-2.8%	0%	-3%	-4%	-1%	2%	4%	0.73	-0.19	0.54	-0.97	-3%
O=C(N/N=C/c1cccnc1)c1cccc(S(=O)(=O)N2CCCC2)c1	-6.9%	-1%	-5%	1%	-3%	21%	14%	1	-0.29	0.96	-1.2	-8%
